C diff growth: blocks growth of Clostridium difficile. Clostridium difficile clinical isolate growth, OD600, 24 h; active compounds read low. growth activity, negative = inhibition, % at 16 µg/mL (by protocol). 86,000 tested, 0.25% active;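 active = mean growth activity at or below -80% and every replicate also at or below -80%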;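 note: 0% = DMSO wells and -100% = levofloxacin 16 µg/mL wells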
T cruzi growth: inhibitors of T. cruzi proliferation; T. cruzi beta-gal in NIH3T3, GalScreen luminescence, 90 h; inhibition, % at 8.34 µM; 77,000 tested, 5.9% active; AID 624255;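 active = mean inhibition above about 93%, with at least 55% of replicates each passing it, limit read from the data, passing the limit was not always enough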
Pf Dd2 inh: P. falciparum Dd2 growth inhibition; SYBR Green, 72 h; active compounds read low; activity change, % at 10 µM; 94,000 tested, 2.3% active; in the data active = activity change below about -80%
GASC1 inh: KDM4C (human) demethylase inhibition | 96,000 tested, 0.15% active | GST-KDM4C 2-372, H3K9me3 peptide, LANCE TR-FRET | inhibition, % at 12.5 µM | AID 720574 | Q9H3R0;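 active = mean replicate inhibition above about 25%, with at least 55% of replicates also reaching it, limit read from the data, passing the limit was not always enough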
Target sequence (Q9H3R0 2-372 limits assumed): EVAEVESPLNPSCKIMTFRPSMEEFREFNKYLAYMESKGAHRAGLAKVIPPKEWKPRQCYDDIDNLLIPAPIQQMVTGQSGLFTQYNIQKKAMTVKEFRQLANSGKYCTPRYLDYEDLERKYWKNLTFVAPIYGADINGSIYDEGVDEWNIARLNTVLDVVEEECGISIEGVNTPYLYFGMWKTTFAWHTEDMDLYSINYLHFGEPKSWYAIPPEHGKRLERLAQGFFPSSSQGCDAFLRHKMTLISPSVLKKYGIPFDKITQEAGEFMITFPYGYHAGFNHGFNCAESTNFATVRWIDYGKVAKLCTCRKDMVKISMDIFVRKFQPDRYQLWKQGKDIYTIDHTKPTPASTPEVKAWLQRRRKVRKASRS
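Material: N-terminal GST-fused human GASC-1 (KDM4C) fragment, residues 2-372. Input: 10 nM enzyme. Incubation: enzyme reaction 30 min, then detection 60 min, both room temperature. Doses: one test concentration per compound. Read-out basis: inhibition from TR-FRET ratio decrease. Detection: LANCE TR-FRET, excitation 340 nm, emissions 618 and 671 nm.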
* hit, by the source's call; nt = not tested or not shown; & = joins results of further samples. An unsorted share of the library; overall some 7.3% were active at least once.

Start of the data: the first 2 records, to show the layout:
Order of results – C diff growth	T cruzi growth	Pf Dd2 inh	GASC1 inh
COc1ccccc1NC(=O)N1C[C@H]2[C@@H](c3ccccc31)[C@@H](CO)N2C(=O)c1ccccc1
  -4	15	6	2.2
CO[C@@H]1CN(C)C(=O)c2cc(NC(=O)Cc3ccccc3)ccc2OC[C@H](C)N(C(C)=O)C[C@H]1C
  nt	73	-8	1.3

The whole of this part, from the first entry:
Order of results – C diff growth	T cruzi growth	Pf Dd2 inh	GASC1 inh
COc1ccccc1NC(=O)N1C[C@H]2[C@@H](c3ccccc31)[C@@H](CO)N2C(=O)c1ccccc1
  -4	15	6	2.2
CO[C@@H]1CN(C)C(=O)c2cc(NC(=O)Cc3ccccc3)ccc2OC[C@H](C)N(C(C)=O)C[C@H]1C
  nt	73	-8	1.3
O=C(N[C@H]1CC[C@H](CCn2cc(-c3ccccc3F)nn2)O[C@@H]1CO)c1ccc2c(c1)OCO2
  nt	61	-52	-1.1
CS(=O)(=O)Nc1ccc2c(c1)[C@H]1C[C@H](CC(=O)NCC(F)(F)F)O[C@@H](CO)[C@H]1O2
  -3	nt	21	-1.7
C/C=C/c1ccc([C@@H]2[C@@H](CO)N3C(=O)CN(C(=O)Cc4cccnc4)C[C@@H]23)cc1
  1	nt	1	-0.1
COc1ccc(-c2cnc3c(c2)C(=O)N([C@H](C)CO)C[C@@H](C)[C@H](CN(C)S(C)(=O)=O)O3)cc1
  -3	62	-15	-2.5
COc1cccc(S(=O)(=O)N[C@@H]2CC[C@H](CCNC(=O)Cc3ccncc3)O[C@@H]2CO)c1
  0	-52	6	1.5
CC(C)(C)S(=O)N1Cc2cc(C(=O)NCCCN3CCOCC3)nc(-c3cccc(-c4cccc(F)c4)c3)c2[C@@H]1CCO (some centres not stated)
  nt	-33	-65	nt
COCC#Cc1cnc2c(c1)C(=O)N([C@H](C)CO)C[C@H](C)[C@H](CN(C)C(=O)Nc1cccc(F)c1)O2
  1	14	-10	4.7
O=C(NC1CCC1)[C@@H]1[C@@H](CO)[C@@H]2Cn3c(ccc(-c4ccccc4)c3=O)[C@@H]2N1CCc1ccccc1
  6	54	-17	7.0
COCC(=O)N1CCCCN2[C@H](CO)[C@@H](c3ccc(C#Cc4ccc(OC)cc4)cc3)[C@H]2C1
  -20	92	6	1.8
CS(=O)(=O)N1CC2(C1)[C@H](c1ccccc1)[C@@H](CO)N2Cc1ccccc1
  0	nt	-12	0.6
O=C(C[C@H]1C=C[C@H](NC(=O)C2CCOCC2)[C@H](CO)O1)Nc1ccccc1
  2	nt	35	-1.6
C[C@H](CO)N1C[C@H](C)[C@@H](CN(C)Cc2ccccc2)Oc2ncc(C#CCc3ccccc3)cc2C1=O
  10	nt	-73	1.9
CCCN(C)C[C@H]1OCCCC[C@@H](C)Oc2ccc(NC(=O)CCC(F)(F)F)cc2C(=O)N([C@@H](C)CO)C[C@H]1C
  0	12	nt	0.5
Cc1cccc(-c2ccc([C@@H]3[C@@H](CO)N4CCCCN(Cc5cncnc5)C[C@H]34)cc2)c1
  1	48	1	-0.1
C[C@H](CO)N1C[C@H](C)[C@@H](CN(C)C(=O)CC2CC2)Oc2cc(C3=CCCC3)ccc2S1(=O)=O
  6	40	-5	2.1
C[C@H](CO)N1C[C@H](C)[C@H](CN(C)C(=O)Nc2ccc(C(F)(F)F)cc2)Oc2ccc(NC(=O)Nc3ccc(F)cc3)cc2CC1=O
  3	-3	19	-1.7
Cc1ccc(S(=O)(=O)N(C)C[C@H]2OCCCC[C@@H](C)Oc3ccc(NC(=O)NC(C)C)cc3C(=O)N([C@H](C)CO)C[C@H]2C)cc1
  5	19	-60	0.3
Cn1cnc(S(=O)(=O)N[C@@H]2CC[C@H](CC(=O)NCC3CCCCC3)O[C@@H]2CO)c1
  6	18	-8	-0.4
CO[C@@H]1CN(C)C(=O)c2ccc(N)cc2OC[C@@H](C)NC[C@H]1C
  nt	13	7	3.0
COc1ccc(S(=O)(=O)Nc2ccc3c(c2)C(=O)N([C@H](C)CO)C[C@@H](C)[C@@H](CN(C)Cc2ccc4c(c2)OCO4)OCCCC[C@H](C)O3)cc1
  -4	55	-69	0.8
COc1cccc(-c2ccc3c(c2)[C@H]2[C@H](CCN2C(=O)C2CCOCC2)[C@@H](CO)N3)c1
  -3	116*	0	-1.4
C[C@H]1CCCCO[C@@H](CN(C)Cc2ccc3c(c2)OCO3)[C@@H](C)CN([C@@H](C)CO)C(=O)c2cc(NC(=O)CCC(F)(F)F)ccc2O1
  0	-47	-44	-0.7
CS(=O)(=O)Nc1ccc2c(c1)[C@@H]1C[C@@H](CC(=O)NCc3cccc(F)c3)O[C@H](CO)[C@@H]1O2
  -1	nt	23	-2.7
C[C@H](CO)N1C[C@H](C)[C@@H](CN(C)C(=O)CN2CCOCC2)Oc2ncc(C3=CCCCC3)cc2C1=O
  -2	nt	9	0.3
C[C@H](CO)N1C[C@H](C)[C@H](CN(C)CC2CCCCC2)OCCCC[C@H](C)Oc2ccc(NS(=O)(=O)c3ccccc3)cc2C1=O
  12	89	-69	-1.8
CC(=O)N1CCCCN2[C@H](CO)[C@@H](c3ccc(-c4ccc(F)cc4)cc3)[C@@H]2C1
  -8	-60	9	0.0
COc1cccc(NC(=O)N(C)C[C@H]2OCc3cnnn3CCCC(=O)N([C@@H](C)CO)C[C@H]2C)c1
  -2	-79	8	0.6
COCC(=O)N(C)C[C@@H]1Oc2ncc(-c3ccccc3C)cc2C(=O)N([C@H](C)CO)C[C@H]1C
  -4	-12	28	0.6

Three entries from above, arranged by molar mass, high to low.
Order of results – C diff growth	T cruzi growth	Pf Dd2 inh	GASC1 inh
COc1cccc(NC(=O)N(C)C[C@H]2OCc3cnnn3CCCC(=O)N([C@@H](C)CO)C[C@H]2C)c1
  -2	-79	8	0.6
COCC(=O)N(C)C[C@@H]1Oc2ncc(-c3ccccc3C)cc2C(=O)N([C@H](C)CO)C[C@H]1C
  -4	-12	28	0.6
CO[C@@H]1CN(C)C(=O)c2ccc(N)cc2OC[C@@H](C)NC[C@H]1C
  nt	13	7	3.0

(more compounds)
Order of results – C diff growth	T cruzi growth	Pf Dd2 inh	GASC1 inh
C[C@H]1CCCCO[C@H](CN(C)Cc2ccccc2)[C@@H](C)CN([C@@H](C)CO)C(=O)c2cc(NC(=O)Nc3ccc(F)cc3)ccc2O1
  5	75	-72	-1.7
O=C(C[C@H]1CC[C@@H]2[C@H](COC[C@H](O)CN2C(=O)c2ccc(F)cc2)O1)Nc1nccs1
  nt	10	10	6.5
COc1ccccc1S(=O)(=O)N(C)C[C@H]1OCc2cn(nn2)CCCC(=O)N([C@@H](C)CO)C[C@@H]1C
  nt	-11	-89*	nt
C[C@@H]1CN([C@@H](C)CO)S(=O)(=O)c2ccc(C#Cc3ccccc3F)cc2O[C@@H]1CN(C)C(=O)c1ccc2c(c1)OCO2
  -5	nt	-78	4.0
COc1ccc(S(=O)(=O)Nc2ccc3c(c2)C(=O)N([C@H](C)CO)C[C@H](C)[C@@H](CN(C)Cc2ccncc2)OCCCC[C@@H](C)O3)cc1
  -8	80	-3	nt
CC(=O)N(C)C[C@@H]1[C@@H](c2ccc(-c3ccccc3)cc2)[C@H](CO)N1C(=O)C1CC1
  -6	-24	12	0.7
Cc1ccc(S(=O)(=O)N(C)C[C@H]2OCCCC[C@H](C)Oc3ccc(NC(=O)CCCN(C)C)cc3C(=O)N([C@H](C)CO)C[C@@H]2C)cc1
  nt	0	-15	-1.8
COCC(=O)N1CC2(C1)[C@H](c1ccccc1)[C@H](CO)N2C(=O)NC1CCCC1
  -3	nt	-14	0.4
C[C@H]1CN([C@@H](C)CO)C(=O)Cc2cc(NS(=O)(=O)c3cccs3)ccc2O[C@H]1CN(C)C
  3	29	0	0.3
COCC#Cc1ccc([C@H]2[C@H](CO)N3CCCCN(Cc4ccncc4)C[C@@H]23)cc1
  -8	37	20	4.1
CCC(=O)Nc1ccc2c(c1)OC[C@H](C)N(C(=O)CC1CC1)C[C@@H](C)[C@@H](OC)CN(C)C2=O
  -1	35	-22	-0.6
COCC(=O)N1C[C@H](C)[C@@H](OC)CN(C)C(=O)c2cc(NC(=O)NC(C)C)ccc2OC[C@@H]1C
  nt	27	15	-1.0
C[C@H](CO)N1C[C@H](C)[C@@H](CN(C)C(=O)NC2CCCCC2)Oc2ccc(NC(=O)Nc3ccc(F)cc3)cc2C1=O
  -10	-14	-3	1.4
C[C@H](CO)N1C[C@H](C)[C@H](CN(C)S(=O)(=O)c2cccc(C#N)c2)OCc2ccccc2-c2c(n(C)c3ccccc23)C1=O
  0	101*	-83*	0.2
COc1ccc(C#Cc2cnc3c(c2)C(=O)N([C@@H](C)CO)C[C@H](C)[C@H](CN(C)C(=O)c2ccccc2F)O3)cc1
  3	27	-82*	-0.8

Some of the entries so far, as a markdown table.
| Molecule | C diff growth | T cruzi growth | Pf Dd2 inh | GASC1 inh |
| --- | --- | --- | --- | --- |
| C[C@H]1CN([C@@H](C)CO)C(=O)Cc2cc(NS(=O)(=O)c3cccs3)ccc2O[C@H]1CN(C)C | 3 | 29 | 0 | 0.3 |
| COCC#Cc1ccc([C@H]2[C@H](CO)N3CCCCN(Cc4ccncc4)C[C@@H]23)cc1 | -8 | 37 | 20 | 4.1 |
| CCC(=O)Nc1ccc2c(c1)OC[C@H](C)N(C(=O)CC1CC1)C[C@@H](C)[C@@H](OC)CN(C)C2=O | -1 | 35 | -22 | -0.6 |

(next part)
Order of results – C diff growth	T cruzi growth	Pf Dd2 inh	GASC1 inh
O=C1CN(S(=O)(=O)c2ccccc2)C[C@@H]2[C@@H](c3ccc(Br)cc3)[C@@H](CO)N12
  27	nt	2	-1.5
C[C@@H]1CN([C@@H](C)CO)C(=O)c2cc(C3=CCCC3)cnc2O[C@H]1CN(C)S(=O)(=O)c1cn(C)cn1
  -3	70	24	3.8
C[C@H](CO)N1C[C@H](C)[C@@H](CN(C)C(=O)NC2CCCCC2)Oc2ccc(NC(=O)Nc3ccc4c(c3)OCO4)cc2C1=O
  -5	-57	-5	8.1
CCC(=O)N(C)C[C@@H]1Oc2cc(-c3ccccc3OC)ccc2S(=O)(=O)N([C@@H](C)CO)C[C@@H]1C
  3	73	-61	-0.2
O=C(C[C@H]1C[C@H]2c3cc(NC(=O)CC4CC4)ccc3O[C@H]2[C@H](CO)O1)NCCN1CCCCC1
  -2	-57	16	-0.3
COc1ccc(-c2ccc([C@@H]3[C@@H](CO)N(C(=O)NC(C)C)[C@H]3C#N)cc2)cc1
  -11	88	-19	-1.6
O=C(NCC[C@H]1CC[C@H](NS(=O)(=O)c2ccc(Cl)cc2)[C@@H](CO)O1)c1ccc2c(c1)OCO2
  -4	34	3	-0.7
Cc1cc(C(=O)Nc2cccc3c2O[C@H](CN(C)Cc2ccc(Cl)c(Cl)c2)[C@H](C)CN([C@@H](C)CO)C3=O)n(C)n1
  -1	24	-2	1.1
Cc1ccc(S(=O)(=O)N(C)C[C@H]2OCCCC[C@H](C)Oc3ccc(NC(=O)Cc4ccccc4)cc3C(=O)N([C@@H](C)CO)C[C@H]2C)cc1
  nt	78	-80	0.2
Cn1cnc(CCNC(=O)C[C@H]2CC[C@@H]3[C@H](COC[C@@H](O)CN3C(=O)Nc3ccc(C(F)(F)F)cc3)O2)c1
  16&11	114*	-44	0.1
COCC#Cc1cnc2c(c1)C(=O)N([C@@H](C)CO)C[C@H](C)[C@@H](CN(C)S(C)(=O)=O)O2
  -3	26	32	-0.1
N#C[C@H]1[C@@H](c2ccc(-c3cccnc3)cc2)[C@@H](CO)N1C(=O)C1CCOCC1
  5	20	20	1.8
O=C(C1CCOCC1)N1CC(=O)N2[C@H](CO)[C@H](c3ccc(C#CC4CC4)cc3)[C@@H]2C1
  1	nt	25	1.8
COC(=O)C[C@@H]1C[C@@H]2c3cc(NC(=O)CC4CC4)ccc3O[C@@H]2[C@H](CO)O1
  -2	2	-9	-5.3
CO[C@@H]1CN(C)C(=O)c2cc(NC(=O)C3CC3)ccc2OC[C@@H](C)N(C(=O)Cc2ccccn2)C[C@H]1C
  -3	39	2	0.5
CN1c2ccc(C#Cc3cccnc3)cc2[C@H]2[C@H](CCN2S(=O)(=O)c2cccc(F)c2)[C@@H]1CO
  1	31	-65	1.9
C[C@@H]1CN([C@H](C)CO)S(=O)(=O)c2ccc(C#CCC3CCCC3)cc2O[C@@H]1CN(C)C
  25	-17	-46	-1.3
Cc1noc(C)c1NC(=O)Nc1cccc2c1O[C@@H](CN(C)C(=O)Nc1ccccc1)[C@@H](C)CN([C@@H](C)CO)C2=O
  -7	5	9	-0.3
CCCC#Cc1ccc([C@H]2[C@@H](CO)N3C(=O)CN(S(=O)(=O)Cc4ccccc4)C[C@H]23)cc1
  6	nt	-31	-1.4
C[C@H](CO)N1C[C@H](C)[C@@H](CN(C)C(=O)c2ccncc2)Oc2cc(C#C[C@@H](C)O)ccc2S1(=O)=O
  4	-19	33	nt
CC(=O)N1[C@@H]2Cn3c(ccc(C4=CCCC4)c3=O)[C@H]1[C@@H](C(=O)NC1CCC1)[C@@H]2CO
  3	32	13	0.0
COc1cccc(-c2cnc3c(c2)C(=O)N([C@H](C)CO)C[C@@H](C)[C@H](CN(C)Cc2ccccc2)O3)c1
  -3	0	-12	3.1
OC[C@H]1[C@H](c2ccc(C#CC3(O)CCCC3)cc2)[C@@H]2CN(Cc3cccnc3)CCCCN12
  -1	108*	8	1.4
O=C(Nc1ccc2c(c1)OCO2)N[C@H]1C=C[C@@H](CC(=O)N2CCN(c3ccccc3)CC2)O[C@@H]1CO
  nt	-14	-7	-1.1

Assay outcomes from PubChem.
